High-throughput results as filed in PubChem BioAssay.
UBC13 inh – blocks human UBC13 polyubiquitin chain formation. TR-FRET. inhibition, % at 20 µM. 0.47% of 330,000 active; in the data active = inhibition above about 45%, passing the limit was not always enough; inconclusive = no clear call, values can overlap the other calls
Target sequence (P61088 whole entry, looked up): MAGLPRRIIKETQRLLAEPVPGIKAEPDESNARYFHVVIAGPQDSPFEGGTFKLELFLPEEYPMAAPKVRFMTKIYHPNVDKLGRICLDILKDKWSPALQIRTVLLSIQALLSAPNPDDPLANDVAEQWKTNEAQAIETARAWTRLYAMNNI
Jurkat NFkB inh – lowers PMA/ionomycin-induced NF-kB signal in Jurkat cells; 0.53% of 330,000 active; AID 435003; inhibition, % at 4 µM; PMA/ionomycin-induced NF-kB luciferase reporter, luminescence
SENP8 block – blocks the human protease SENP8 | Q96LD8 | purified SENP8, Z-RLRGG-aminoluciferin cleavage, luminescence | inhibition, % at 10 µM | 1.2% of 330,000 active | AID 2540
Target sequence (Q96LD8 whole entry, looked up): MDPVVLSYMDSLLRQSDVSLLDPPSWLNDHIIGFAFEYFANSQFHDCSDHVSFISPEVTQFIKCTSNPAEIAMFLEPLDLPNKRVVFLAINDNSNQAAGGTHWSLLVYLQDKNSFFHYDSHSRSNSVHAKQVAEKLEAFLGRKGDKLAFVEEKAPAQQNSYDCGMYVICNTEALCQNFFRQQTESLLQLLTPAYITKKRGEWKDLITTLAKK
SENP7 inh – SENP7 protease inhibition. recombinant SENP7, Z-RLRGG-aminoluciferin luminescence, 40 min. Q9BQF6. inhibition, % at 5 µM. 1.5% of 330,000 active. AID 434973;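 active = inhibition above about 50% at the single test dose, limit read from the data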;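 also: plate controls were DMSO with enzyme for no effect and no enzyme buffer wells for full effect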
Target sequence (Q9BQF6 706-1050 limits assumed): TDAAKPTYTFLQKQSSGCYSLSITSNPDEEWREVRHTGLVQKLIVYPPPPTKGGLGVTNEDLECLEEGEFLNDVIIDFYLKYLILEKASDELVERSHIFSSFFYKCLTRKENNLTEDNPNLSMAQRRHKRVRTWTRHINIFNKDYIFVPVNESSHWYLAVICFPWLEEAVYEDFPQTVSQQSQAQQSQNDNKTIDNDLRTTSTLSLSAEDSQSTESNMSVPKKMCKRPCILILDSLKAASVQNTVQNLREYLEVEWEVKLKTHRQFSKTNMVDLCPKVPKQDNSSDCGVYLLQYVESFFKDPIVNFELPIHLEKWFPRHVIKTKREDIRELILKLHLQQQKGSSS
Apaf-1 inh – inhibitors of human Apaf-1 apoptosome; O14727; 0.71% of 330,000 active; reconstituted apoptosome caspase-3 activity, DEVD-Rh110 fluorescence; AID 489030; inhibition, % at 20 µM; active = inhibition of at least 40% at 20 µM;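 also: plate controls were DMSO wells for no effect and DEVD-CHO caspase inhibitor wells for full effect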
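Medium: Hepes buffer, pH 7.5 / System: biochemical Apaf-1 apoptosome reconstitution / Measured by: Rh110 fluorescence, excitation 480 nm, emission 540 nm / Times: compound with Apaf-1, dATP, procaspase-3 30 min, then 50 min reaction, room temperature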
697 NFkB inh – lowers PMA/ionomycin-induced NF-kB signal in 697 B cells; 697 B-cell NF-kB luciferase reporter, 16 h; inhibition, % at 4 µM; 0.33% of 330,000 active; in the data active = inhibition above about 35%
HKDC1 inhibitor – inhibitors of human hexokinase HKDC1; inhibition, % at 20 µM; recombinant HKDC1, G6PDH/diaphorase resazurin coupled fluorescence; 0.16% of 340,000 active;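 active = inhibition above about 35% when tested at 20 µM, limit read from the data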;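 also: plate controls were DMSO wells with enzyme for no effect and DMSO wells lacking enzyme for full effect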
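Test system: recombinant HKDC1 (HK5) hexokinase enzyme, produced in-house; Amount: enzyme 5 µg/mL final; Buffer or medium: Tris pH 8.0 buffer with MgCl2, Tween-20, BSA, BME; Reagent: glucose and ATP substrates; Doses: 20 µM test compound, 1% DMSO; Incubation: 90 min reaction incubation at room temperature, dark; Detection: resorufin fluorescence at 613 nm.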
Gli-Sufu antag – blocks Gli-Sufu signaling in a luciferase reporter | inhibition, % at 5 µM | AID 588413 | 0.74% of 340,000 active | Sufu-KO-LIGHT fibroblasts, Gli luciferase reporter luminescence;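 active = inhibition above about 55%, limit read from the data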;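 also: 0% = DMSO-treated cells and 100% = wells with medium but no cells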
Active calls of the source: *; ? = inconclusive; / = no result given. Rule as the data show it, unless noted: active = inhibition above about 50%; inactive = the rest.

SMILES	UBC13 inh	Jurkat NFkB inh	SENP8 block	SENP7 inh	Apaf-1 inh	697 NFkB inh	HKDC1 inhibitor	Gli-Sufu antag
CCN(CC)S(=O)(=O)c1ccc(N2CCOCC2)c(NC(=O)c2cccc3ccccc23)c1	15	12	-8	-4	0	14	-8	14
CCOc1cc(C(=O)Nc2ccc(S(=O)(=O)NC3=NCCCCC3)cc2)cc(OCC)c1OCC	8	13	0	0	0	17	-9	2
Cc1ccc(CNC(=O)CCS(=O)(=O)c2cc3c(cc2Cl)NC(=O)CO3)o1	0	-6	3	0	0	-2	-1	3
COc1ccc(/C=C/C(=O)Nc2cccnc2Cl)cc1	-14	-126	89*	92*	6	-40	-1	-10
CCOc1ccc(C(=O)Nc2ccc(N3CCN(C)CC3)cc2)cc1[N+](=O)[O-]	-4	0	8	9	-2	17	-10	6
CCOC(=O)c1ccc(NC(=O)c2ccc(NC(=O)C3CCCO3)cc2)cc1 (configuration not stated)	-3	-33	-8	-5	8	-13	-2	-11
COc1ccc(Oc2nc(-c3ccccc3)ncc2S(=O)(=O)c2ccccc2)cc1	0	4	0	3	-2	-17	-2	1
CCOC(=O)c1nn(-c2ccccc2F)c2nc(Nc3ccccc3)cc(=O)n12	7	-11	4	9	1	16	-5	9
COc1cc(OC)c(S(=O)(=O)NC(C)C)cc1C(=O)O	6	5	1	4	-12	29	-4	1
CN1CCN(c2ccc(C(F)(F)F)cc2NC(=O)Nc2ccccc2)CC1	22	-1	-11	0	10	-9	3	-1
O=c1[nH]cccc1-c1nc2cc(Cl)ccc2n1Cc1ccccc1	14	2	1	1	2	6	-2	7
CCOC(=O)CNC(=O)CSc1ncnc2c1cnn2-c1ccc(C)cc1	9	13	39	13	1	12	-6	11
Cc1nc(N)sc1-c1csc(Nc2ccc(Cl)cn2)n1	-8	-5	4	4	3	21	6	-20
Cc1noc(C)c1COc1ccccc1C(=O)N(C)Cc1ccco1	-3	5	5	-2	-13	9	-4	2
N#Cc1c(C(F)(F)F)cc(-c2ccc(Cl)cc2)nc1SCC(=O)O	-2	1	9	4	-7	-5	0	-1
CC[N+](C)(C)CC/C=C1/c2ccccc2Sc2ccc(Cl)cc21	15	-7	-13	15	-4	-7	-7	5
COc1cc(/C=N/NC(=O)c2ccoc2C)cc(OC)c1O	-4	-1	-2	5	-8	-22	-7	-2
COc1ccccc1NC(=O)CSC1=NC(=O)C(NC(C)=O)C(=O)N1 (configuration not stated)	1	3	-8	-2	-6	-3	0	-3
COCCN1C(=O)N[C@@H](CCc2ccccc2)[C@@H](C(=O)OC)[C@H]1C	4	13	-2	5	-5	19	-1	19
Cc1ccc(NCc2ccccc2)cc1	1	3	-4	7	-6	3	1	/
CCOC(=O)CC(=O)CSc1nccc(-c2cccnc2)n1	0	1	3	-6	-19	20	-4	0
COc1ccc(C(=O)NCc2cn3c(C)csc3n2)cc1OC	2	-11	-4	6	-8	25	-3	2
COC(=O)c1ccc(Cl)c(NC(=O)CN2CCC(C)CC2)c1	-1	-9	-10	1	-5	10	3	9
Cc1onc(-c2ccccc2)c1C(=O)NCC(=O)Nc1cc(Cl)ccc1Cl	27	6	12	-1	0	-3	-3	-1
CCN(CC)S(=O)(=O)c1ccc(NN=C2CCN(C)CC2)c([N+](=O)[O-])c1	-27	0	4	-5	-19	-1	-5	-3
COc1cccc(NC(=O)C2CCC(CNS(=O)(=O)c3cccc4cccnc34)CC2)c1 (configuration not stated)	-2	4	2	1	10	6	1	-16
Cc1ccc2cc(-c3noc(C4CCCO4)n3)c(=O)[nH]c2c1 (configuration not stated)	12	-10	0	1	1	0	4	-12
O=[N+]([O-])c1ccc(N/N=C/c2ccc(O)c(O)c2O)c(S(=O)(=O)N2CCOCC2)c1	-106	-14	15	16	63*	-2	38*	2
COc1ccc(-c2cn[nH]c2-c2ccc(OCc3ccc(F)cc3)cc2O)cc1OC	6	34	-1	-3	-2	-15	-6	13
CCn1nccc1C(=O)Nc1ccc(Cl)cc1Cl	-1	-17	-5	-11	2	4	10	-16

3 of the entries above in order of their number in HKDC1 inhibitor, rising.
Compound,HKDC1 inhibitor
COc1cc(OC)c(S(=O)(=O)NC(C)C)cc1C(=O)O,-4
CCOC(=O)c1ccc(NC(=O)c2ccc(NC(=O)C3CCCO3)cc2)cc1 (configuration not stated),-2
COc1cccc(NC(=O)C2CCC(CNS(=O)(=O)c3cccc4cccnc34)CC2)c1 (configuration not stated),1

As a working copy, 4 of the compounds above.
SMILES	UBC13 inh	Jurkat NFkB inh	SENP8 block	SENP7 inh	Apaf-1 inh	697 NFkB inh	HKDC1 inhibitor	Gli-Sufu antag
Cc1ccc2cc(-c3noc(C4CCCO4)n3)c(=O)[nH]c2c1 (configuration not stated)	12	-10	0	1	1	0	4	-12
O=[N+]([O-])c1ccc(N/N=C/c2ccc(O)c(O)c2O)c(S(=O)(=O)N2CCOCC2)c1	-106	-14	15	16	63*	-2	38*	2
COc1ccc(-c2cn[nH]c2-c2ccc(OCc3ccc(F)cc3)cc2O)cc1OC	6	34	-1	-3	-2	-15	-6	13
CCn1nccc1C(=O)Nc1ccc(Cl)cc1Cl	-1	-17	-5	-11	2	4	10	-16

The results go on:
SMILES	UBC13 inh	Jurkat NFkB inh	SENP8 block	SENP7 inh	Apaf-1 inh	697 NFkB inh	HKDC1 inhibitor	Gli-Sufu antag
COC(=O)c1ccc(NN=Nc2ccc(C)cc2)cc1	-15	-30	-14	-8	9	-113	-3	-98
COc1cccc(N2CCN(C(=O)CN(C)S(=O)(=O)c3ccc4c(c3)CCC(=O)N4)CC2)c1	10	9	7	3	8	15	-4	5
CC1CCCN(C(=O)C2CCN(C(=O)Nc3ccccc3)CC2)C1 (configuration not stated)	-2	11	-5	4	-3	8	-3	-8
O=S(=O)(Nc1ccc(S(=O)(=O)N2CCCC2)cc1)c1ccc(F)cc1F	-2	-4	2	12	2	20	-4	6
O=C(CSc1ccccc1)Nc1ccc(Cl)c(S(=O)(=O)N2CCOCC2)c1	1	4	-8	-10	16	-4	-5	0
O=C(NCCCN1CCN(c2cccc(Cl)c2)CC1)c1cccc(N2CCCC2=O)c1	3	-29	-13	-5	10	-9	-4	-29
CCOC(=O)CSc1nc2ccccc2n1C(=O)OCC	9	3	-6	-2	-1	-7	8	-2
CC(=O)NCCC(=O)NCc1ccc(F)cc1	-11	-3	-1	10	0	9	-1	-1
C/C(Cc1ccccc1)=N\NC(=O)CNC(=O)Cc1ccccc1	-4	-4	-1	11	-18	0	-1	6
CC(C)[C@H](NC(=O)NCCC1=CCCCC1)C(=O)O	-7	-2	-3	-4	-6	12	-5	0
COc1ccc2[nH]c(=O)c(CN(CCO)S(=O)(=O)c3ccc4c(c3)OCCO4)cc2c1	6	-3	0	-3	-23	16	4	-12
O=[N+]([O-])c1ccc(N2CCN(C(=S)NCc3ccc(Cl)cc3)CC2)cc1	0	26	1	3	6	21	-6	58*
O=C1CN(C(=O)c2c(F)cccc2F)C(c2ccc(F)cc2)c2cc(F)ccc2N1 (configuration not stated)	-2	-8	5	4	8	-8	0	3
Cn1ccnc1SCC(=O)N(C1CCCCC1)C1CCCCC1	6	-5	-4	-1	0	-19	4	2
CC(=O)Nc1ccc(S(=O)(=O)NCc2ccc(C(=O)NCCN3CCCCCC3)cc2)cc1	-2	-15	-1	-9	0	-7	-5	-15
COc1ccc2c(c1)c(C(C)=O)c(C)n2C	6	3	0	-5	-24	14	-7	-2
COC(=O)c1c(-c2ccc(N(C)C)cc2)sc2ccc(OC)cc12	?	-6	-8	9	9	53*	1	34
CCCCCCNC(=O)C(C(=O)OCC)C1CCCCC1 (configuration not stated)	-15	-8	-6	-6	23	16	1	-2
COc1ccc(OC)c2c(C)cc(C)nc12	-7	12	-5	0	-2	-4	-4	-2
Cc1nc2sc(C(c3cccs3)N3CCC(C(N)=O)CC3)c(O)n2n1 (configuration not stated)	-4	-1	-1	-4	-5	15	-3	0

Entries of single compounds from above. Order of screens: UBC13 inh	Jurkat NFkB inh	SENP8 block	SENP7 inh	Apaf-1 inh	697 NFkB inh	HKDC1 inhibitor	Gli-Sufu antag
Entry for Cc1nc2sc(C(c3cccs3)N3CCC(C(N)=O)CC3)c(O)n2n1 (configuration not stated) : -4	-1	-1	-4	-5	15	-3	0
Entry for COc1ccc2c(c1)c(C(C)=O)c(C)n2C : 6	3	0	-5	-24	14	-7	-2
Entry for Cn1ccnc1SCC(=O)N(C1CCCCC1)C1CCCCC1 : 6	-5	-4	-1	0	-19	4	2

The results go on.
SMILES	UBC13 inh	Jurkat NFkB inh	SENP8 block	SENP7 inh	Apaf-1 inh	697 NFkB inh	HKDC1 inhibitor	Gli-Sufu antag
COc1cc(COCC(O)CN2CCN(Cc3ccccc3)CC2)cc(OC)c1OC (configuration not stated)	1	0	6	6	0	5	-14	-5
COc1cc(NC(=O)C2C3C=CC(C3)C2C(=O)O)ccc1NC(=O)c1ccccc1 (configuration not stated)	0	-3	4	-14	6	8	0	-2
CC(=O)OCn1ncc(N2CCOCC2)c(Br)c1=O	4	2	2	-3	-4	16	-5	18
Cc1ccc(-c2nc(CS(=O)CC(=O)NC3CCCCC3)c(C)o2)cc1 (configuration not stated)	3	10	2	1	5	20	-4	13
O=C(N[C@@H](Cc1ccccc1)C(=O)O)c1cccnc1	0	-6	-2	-1	-12	13	4	-20
CC1CCN(CC(O)COC2CCC(C(C)(C)C)CC2)CC1 (configuration not stated)	7	-7	-4	2	1	-56	-6	2
Cc1cc(NC(=O)c2ccc3c(c2)C(=O)N(c2cccc(C)c2C)C3=O)no1	6	10	-7	-4	-1	5	5	-6
Cc1nc2ccc(Nc3nc4cc(S(=O)(=O)N5CCOCC5)ccc4o3)cc2s1	-1	-5	-7	7	9	-10	1	-5
CCOC(=O)C(C)Oc1ccc(OCc2ccccc2)cc1 (configuration not stated)	23	-11	-12	13	-4	7	3	0
CC(C)c1ccc(/C=C/C(=O)Nc2ccc(CN3CCOCC3)cc2)cc1	17	37	1	1	13	-48	2	8
CCCCC(CCC(=O)O)(C(=O)OCC)c1csc(Nc2ccccc2)n1 (configuration not stated)	-5	-44	-5	-6	15	-26	-10	4
O=C(c1ccccc1F)N1CCN(c2cccc(C(F)(F)F)c2)CC1	-6	-9	-10	-6	8	-18	7	16
COc1ccc(OC)c(C2=NS(=O)(=O)N(C)C(C(=O)N3CCC4(CC3)OCCO4)=C2)c1	-12	-2	2	-2	1	13	-4	-2
CC(=O)Nc1ccc(N=C(C2=C(O)c3ccccc3C2=O)c2ccccc2)cc1	-22	-45	4	-2	10	-53	7	5

Outcome played no part in choosing rows. About 3.6% of those tested had a hit in this group.
